# TAAR1 agonist – human TAAR1 agonism; actives 0.99% (n = 360,000); CHO RD-HGA16 TAAR1, Fluo-8 calcium fluorescence; vehicle wells 0%, saturating PEA agonist 100%; activation, % at 3 µM;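 active = activation above the mean activation of all test compounds in the run plus 3 SD, cut at about 38% in these data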
# Target sequence (Q96RJ0 whole entry, looked up): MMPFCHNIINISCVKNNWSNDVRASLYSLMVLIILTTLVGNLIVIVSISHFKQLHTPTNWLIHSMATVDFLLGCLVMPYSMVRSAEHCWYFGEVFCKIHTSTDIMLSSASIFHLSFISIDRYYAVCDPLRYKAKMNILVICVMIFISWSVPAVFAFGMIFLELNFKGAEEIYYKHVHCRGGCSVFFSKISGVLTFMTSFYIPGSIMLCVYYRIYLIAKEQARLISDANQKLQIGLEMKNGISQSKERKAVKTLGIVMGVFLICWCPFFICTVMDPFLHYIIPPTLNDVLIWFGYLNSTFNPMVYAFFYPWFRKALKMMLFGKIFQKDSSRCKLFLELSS
#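 Test system: RD-HGA16 (CHO) cells co-expressing Gα16 and hTAAR1 / Benchmarks: DMSO vehicle as 0%, PEA at EC100 as 100% / Repeats: no replicates (n 1) / Measure: % activation from peak over basal fluorescence ratio, DMSO-to-PEA scaled / Timing: 17-24 h plating, Fluo-8 75 min 37 °C, 30 min RT / Technique: kinetic Fluo-8 calcium fluorescence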
# M1 ag – human M1 muscarinic receptor agonism; CHO-K1 hM1, Fluo-8 calcium fluorescence, agonist mode; 0% DMSO, 100% acetylcholine EC100; P11229; activation, % at 3 µM; AID 588814; actives 0.33% (n = 360,000);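 active = activation above the run's mean compound activation plus 3 SD, cut at about 16% in these data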;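 note: peak over basal fluorescence ratio within a 140 s kinetic read after compound addition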
# OXTR potentiate – potentiators of human oxytocin receptor; activation, % at 3 µM; actives 0.061% (n = 320,000); CHO-OTR cells, Fluo-8 calcium fluorescence, potentiator mode; 0% = oxytocin EC15, 100% = EC100; AID 2445; P30559;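 active = activation above that plate's cutoff, the mean activation of tested compounds plus 3 SD, cut at about 6.6% in these data, passing the limit was not always enough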;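 note: 100% uses oxytocin at 75 nM as the full agonist control; some results filed as inactive read as strong as hits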
# Target sequence (P30559 whole entry, looked up): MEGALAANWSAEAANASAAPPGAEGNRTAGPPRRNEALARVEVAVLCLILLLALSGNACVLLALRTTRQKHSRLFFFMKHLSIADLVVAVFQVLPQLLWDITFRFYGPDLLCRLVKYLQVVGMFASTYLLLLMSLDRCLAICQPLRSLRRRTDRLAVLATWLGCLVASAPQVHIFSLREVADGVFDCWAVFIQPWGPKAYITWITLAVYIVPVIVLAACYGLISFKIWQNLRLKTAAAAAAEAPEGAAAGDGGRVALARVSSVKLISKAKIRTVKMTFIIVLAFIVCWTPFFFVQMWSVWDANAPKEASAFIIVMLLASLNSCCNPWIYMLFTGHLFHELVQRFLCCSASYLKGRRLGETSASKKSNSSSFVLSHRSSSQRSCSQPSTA
#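 Dosing: Single dose, 3.0 µM nominal final compound concentration | Material: Human OTR in CHO cells | Technique: Kinetic Fluo-8 calcium fluorescence | Benchmarks: EC15 oxytocin alone as 0%, 75 nM oxytocin as 100% | Probe or stimulus: Oxytocin at about EC15, sub-maximal agonist stimulus | Incubation: Compound 6 min at room temperature before oxytocin, 100 s read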
# V1R ag counter – counter-screen for oxytocin receptor agonists: human V1a receptor agonists. P37288. CHO-V1R cells, Fluo-8 calcium fluorescence, agonist mode; 0% DMSO, 100% 3 nM vasopressin. activation, % at 3 µM. actives 0.25% (n = 320,000). AID 2797;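 active = activation above the mean activation of all tested compounds plus 3 SD, per screening run, cut at about 20% in these data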;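 note: signal is peak over basal fluorescence ratio across a 100 second FLIPR read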
# TAAR1 antagonist – human TAAR1 antagonism; actives 1.5% (n = 360,000); CHO RD-HGA16 TAAR1, Fluo-8 calcium fluorescence, antagonist; inhibition, % at 3 µM;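 active = inhibition above a per-plate cutoff, the mean inhibition of test compounds on that plate plus 3 SD, cut at about 49% in these data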;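 note: 0% = DMSO plus EC80 beta-PEA response and 100% = DMSO alone without agonist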
#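 System: CHO RD-HGA16 cells bearing hTAAR1. Reagent: EC80 β-phenethylamine stimulus. Schedule: seeding 17-24 h prior, 75-min 37 °C, 30-min RT dye loading. Signal: Fluo-8 intracellular calcium dye fluorescence, real-time kinetic reads. Read-out: % inhibition from peak post-agonist over basal fluorescence ratio. Benchmarks: vehicle wells and EC80 agonist wells. Replicates: n of 1.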
# M1 PAM parental – M1 PAM counterscreen hit in parental CHO-K1 cells; ATP EC20, Fluo-8 calcium fluorescence; 0% at ATP EC20, 100% at ATP max; activation, % at 3 µM; actives 0.02% (n = 360,000);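 active = activation above the run cutoff, the mean activation of all test compounds plus 3 SD, cut at about 40% in these data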;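 note: peak over basal fluorescence ratio in a 140 s read after ATP addition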
# CHO-K1 Ca ag – counter-screen for M1 agonists: effect in parental CHO-K1 cells | Fluo-8 calcium fluorescence; scaled to maximal ATP response, vehicle zero | activation, % at 3 µM | actives 0.48% (n = 360,000); in the data active = activation above about 15%;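 note: untransfected CHO-K1 host cells lacking M1 receptor as counterscreen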
# CHO parental Ca – signal in parental CHO cells, OX1R antagonist counter-screen. actives 0.63% (n = 330,000). inhibition, % at 5.6 µM. parental CHO-K1, ATP-induced calcium, Fluo-8 fluorescence;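 active = inhibition above that plate's mean sample inhibition plus 3 SD, cut at about 26% in these data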;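 note: 0% = ATP-challenged DMSO wells and 100% = DMSO wells without ATP; some compounds past the cut are filed as inactive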
#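 Assay system: untransfected parental CHO cell line. Also added: ATP agonist challenge. Dosing: one dose, 5.6 µM nominal. Measured by: Fluo-8 fluorescence. Read-out: % inhibition. Benchmarks: ATP wells versus no-ATP DMSO wells. Repeats: no replicates.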
# CHO-K1 Ca antag – M1 antagonist counterscreen hit in parental CHO-K1 cells; ATP-induced calcium, Fluo-8 fluorescence; inhibition, % at 3 µM; actives 0.6% (n = 360,000); AID 602250;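 active = inhibition above a per-plate cutoff, the plate's mean sample inhibition plus 3 SD, cut at about 24% in these data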;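 note: 0% = DMSO plus EC80 ATP and 100% = DMSO alone without ATP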
# Numbers without * were called inactive; nt = not tested or not shown.
No.	Structure	TAAR1 agonist	M1 ag	OXTR potentiate	V1R ag counter	TAAR1 antagonist	M1 PAM parental	CHO-K1 Ca ag	CHO parental Ca	CHO-K1 Ca antag
1	Cc1cccc(NC(=O)CCN2C(=O)c3ccccc3S2(=O)=O)c1C	nt	-2	-5	0.3	nt	-7	2.6	3	13
2	Oc1ccc(/C=N/Nc2ncnc3nc[nH]c23)cc1	1	9	-3	0.2	-8	14	5.8	-1	1
3	O=C(Nc1nnc(C2CC2)s1)c1ccc(S(=O)(=O)c2ccccc2)cc1	5	-4	-7	-0.1	4	23	2.5	-4	-14
4	COc1ccc(OC)c(Cc2nnc(CCC(=O)N3CCCCCC3)o2)c1	7	-5	-3	-0.5	0	7	0.8	-20	-6
5	CC(=O)Nc1ccc(SCCN2CC[C@@H](C)CCC2=O)cc1	15	-10	1	0.3	4	3	0.3	-12	-15
6	COc1cc(C2/C(=C(\O)c3ccc4c(c3)OCCO4)C(=O)C(=O)N2Cc2ccco2)ccc1O (configuration not stated)	4	2	2	-0.7	-13	14	0.7	-7	-7
7	C=CCn1c(SCCOc2ccccc2)nnc1C(C)NC(=O)c1ccccc1 (configuration not stated)	5	3	-1	-0.1	-18	3	0.6	-22	11
8	COc1ccc(CNC(=O)Nc2cc(C)cc(C)c2)cc1	-2	-5	-1	-0.5	-7	-18	0.4	-11	9
9	COCOc1cccc(CN2CCC2(C)C(=O)Nc2ccc3c(c2)OCO3)c1 (configuration not stated)	1	-1	nt	nt	1	30	1.9	nt	-14
10	COc1ccc(OC)c(S(=O)(=O)NCCC2=CCCCC2)c1	10	-10	-4	-1.2	4	15	0.6	-13	-21

No.	Structure	TAAR1 agonist	M1 ag	OXTR potentiate	V1R ag counter	TAAR1 antagonist	M1 PAM parental	CHO-K1 Ca ag	CHO parental Ca	CHO-K1 Ca antag
11	CC(O)[C@H]1CN=C(N)N1CCc1cc(C(F)(F)F)cc(C(F)(F)F)c1 (some centres not stated)	10	-11	-4	0.3	3	-2	0.1	1	4
12	Cc1noc(C)c1COC(=O)CNC(=O)c1cccc(F)c1	6	-1	-5	-0.5	16	13	0.6	9	-15
13	Cc1ccccc1NC(=O)c1cccc(C(F)(F)F)c1	0	-8	9	-0.8	-22	12	-0.2	-3	-6
14	COCCN(Cc1cc2ccc(C)cc2[nH]c1=O)S(=O)(=O)c1ccccc1	-1	-3	0	4.2	10	11	2.7	-9	-8
15	Cc1noc(C)c1-c1ccc(C(=O)NCc2ccncc2)c2occc12	3	3	nt	nt	2	0	6.4	nt	-1
16	COc1ccc(CNC(C)(C)C)cc1Cl	24	-7	3	0.6	-6	7	0.0	4	-3
17	Cc1ccc2cc(C3CC(c4cccs4)=NN3S(C)(=O)=O)c(Cl)nc2c1 (configuration not stated)	4	-3	-1	0.7	-11	-15	1.3	-18	-9
18	O=C(O)c1cn2c3c(ccc(Cl)c3c1=O)OCC2	2	1	-9	0.2	-11	7	0.5	-13	-8
19	O=C(COc1ccc(Cl)cc1)NCCCNC(=O)c1ccccn1	6	0	-15	3.6	-11	4	0.8	-6	-16
20	COc1cccc(NC(=O)N2CCCC2C(=O)NCC(C)C)c1 (configuration not stated)	3	-2	-13	-0.1	-15	14	0.1	-17	0

# Continued; it opens with the four that closed the last part.
No.	Structure	TAAR1 agonist	M1 ag	OXTR potentiate	V1R ag counter	TAAR1 antagonist	M1 PAM parental	CHO-K1 Ca ag	CHO parental Ca	CHO-K1 Ca antag
17	Cc1ccc2cc(C3CC(c4cccs4)=NN3S(C)(=O)=O)c(Cl)nc2c1 (configuration not stated)	4	-3	-1	0.7	-11	-15	1.3	-18	-9
18	O=C(O)c1cn2c3c(ccc(Cl)c3c1=O)OCC2	2	1	-9	0.2	-11	7	0.5	-13	-8
19	O=C(COc1ccc(Cl)cc1)NCCCNC(=O)c1ccccn1	6	0	-15	3.6	-11	4	0.8	-6	-16
20	COc1cccc(NC(=O)N2CCCC2C(=O)NCC(C)C)c1 (configuration not stated)	3	-2	-13	-0.1	-15	14	0.1	-17	0
21	OCC[C@@H]1C[C@H](O)[C@@H](O)[C@@]2(OCc3ccc(CO)cc32)O1	0	-2	nt	nt	-8	5	0.4	nt	4
22	CCc1c(C)c2cc(Cl)c(O)c(CN3CCCCC3)c2oc1=O	4	-6	-3	0.0	0	13	0.1	-6	-8
23	COc1ccccc1C(=O)N1CCC(N2CCN(c3ccccc3OC)CC2)CC1	0	-6	3	1.0	-1	17	0.8	-2	-13
24	COc1ccc(N(S(=O)(=O)c2ccccc2)S(=O)(=O)c2ccccc2)c(N)c1	13	-3	-15	-0.7	51*	-15	3.7	-11	3
25	Cc1ccc(C(=O)COC(=O)CNS(=O)(=O)c2ccccc2)cc1[N+](=O)[O-]	8	-2	-15	0.3	-5	-7	0.1	-13	15
26	C(=C\c1ccccc1)/CN1CCN(C(c2cccc3ccccc23)c2nnnn2-c2ccc3c(c2)OCCO3)CC1 (configuration not stated)	1	-3	nt	nt	-29	12	1.2	nt	-17
27	Cc1cccc(C2c3[nH]c4ccccc4c3CCN2C(=O)c2cc(CC(C)C)nc(C)n2)n1 (configuration not stated)	2	-11	3	-0.8	13	19	1.0	-27	-10
28	COc1ccc(/C=N/NC(=O)CC#N)cc1Oc1nc(Cl)ncc1F	-1	-2	-7	1.4	4	6	0.0	-1	1
29	CC(C)(O)[C@H](O)COc1c2occc2cc2ccc(=O)oc12	4	-3	-3	0.5	-10	0	0.7	1	-22
30	O=C(NCCc1c[nH]c2ccccc12)OCCSS(=O)(=O)O	7	1	-2	0.2	2	16	-0.2	-10	-8

# Part of the list above, limited to TAAR1 antagonist, M1 ag and CHO-K1 Ca ag:
entry | structure | TAAR1 antagonist | M1 ag | CHO-K1 Ca ag
18 | O=C(O)c1cn2c3c(ccc(Cl)c3c1=O)OCC2 | -11 | 1 | 0.5
2 | Oc1ccc(/C=N/Nc2ncnc3nc[nH]c23)cc1 | -8 | 9 | 5.8
5 | CC(=O)Nc1ccc(SCCN2CC[C@@H](C)CCC2=O)cc1 | 4 | -10 | 0.3
11 | CC(O)[C@H]1CN=C(N)N1CCc1cc(C(F)(F)F)cc(C(F)(F)F)c1 (some centres not stated) | 3 | -11 | 0.1
10 | COc1ccc(OC)c(S(=O)(=O)NCCC2=CCCCC2)c1 | 4 | -10 | 0.6

# Next part.
No.	Structure	TAAR1 agonist	M1 ag	OXTR potentiate	V1R ag counter	TAAR1 antagonist	M1 PAM parental	CHO-K1 Ca ag	CHO parental Ca	CHO-K1 Ca antag
31	Cc1cc(C)cc(-n2cnc3cc(C(=O)O)ccc32)c1	7	0	-2	0.2	3	4	0.1	-2	-1
32	COc1cccc(C=C2SC(=S)NC2=O)c1	6	3	nt	nt	-29	-7	0.8	nt	-6
33	Cc1nnc2ccc(N3CCCC3)nn12	19	-4	-7	0.7	-1	13	0.3	-3	-9
34	COc1cccc(NC(=O)CSc2nc3scc(C)c3c(=O)[nH]2)c1	2	-2	-7	10	-11	-6	5.5	-7	-18
35	COc1ccc(OC)c(S(=O)(=O)N2CCN(C)CC2)c1	1	-4	-5	0.6	25	17	0.5	-4	-13
36	CCOc1ccccc1NC(=O)C1C2C=CC(O2)C1C(=O)O (configuration not stated)	8	0	-1	0.2	-11	10	0.3	-14	-5
37	CCCS(=O)(=O)NC(=O)C1(C)CCN(C(=O)c2ccc(OC(F)F)cc2)C1 (configuration not stated)	1	-3	nt	nt	-7	4	-0.1	nt	-1
38	COc1ccc(S(=O)(=O)N2CCCCC2)cc1NC(=O)Cc1ccsc1	8	-1	-5	1.2	-12	7	0.1	1	-8
39	CCc1cc2ccc(OC)cc2nc1SCC(=O)N1CCN(C(=O)c2ccco2)CC1	29	-3	8	-0.4	-13	9	1.9	-30	-19
40	O=C(c1ccc(S(=O)(=O)N2CCOCC2)cc1)N(c1cccc(Cl)c1)C1C=CS(=O)(=O)C1 (configuration not stated)	12	-4	1	-0.2	9	9	0.2	-15	-6

No.	Structure	TAAR1 agonist	M1 ag	OXTR potentiate	V1R ag counter	TAAR1 antagonist	M1 PAM parental	CHO-K1 Ca ag	CHO parental Ca	CHO-K1 Ca antag
41	CCOC(=O)NC1(NC(C)C)Oc2ccccc2O1	4	-5	-10	0.0	-6	11	0.4	-14	-9
42	CCn1c(C(O)c2ccc(C)cc2)nc2ccccc21 (configuration not stated)	13	-3	-6	2.1	4	9	1.8	0	-3
43	CCOc1ccc2[nH]c(=O)c(CN(Cc3ccc(C)cc3)C(=O)N3CCCC3)cc2c1	0	-4	-9	-0.3	-10	18	0.2	-28	-9
44	Cc1ccc(/C=N/NC(=O)CNC(=O)c2ccc(C)c([N+](=O)[O-])c2)o1	-1	-1	-10	-0.6	-17	-14	-0.6	-4	0
45	CC(C)(C)NC(=O)CSc1nc2ccccc2n1-c1ccccc1	-3	-4	-5	-1.6	2	3	-0.6	-28	-2
46	CC(NCC(=O)Nc1ccccc1C(=O)NC1CC1)c1ccc(S(N)(=O)=O)cc1 (configuration not stated)	15	2	-5	0.4	-1	-7	0.5	-7	7
47	O=C(c1cccc(C(F)(F)F)c1)C1CCCN(C(=O)CN2CCCC2=O)C1 (configuration not stated)	6	-6	-7	1.3	-4	11	0.4	-7	-8
48	C[C@H](NC(=O)C1CC(=O)N(c2ccc(F)cc2)C1)C(=O)N1CCCCC1 (some centres not stated)	1	1	1	0.7	1	-5	-0.1	-12	-6

# Source: PubChem

# The order is random; about 3.3% have a hit in one of these screens.
